Source: PubChem
Insulin prom inh = TRM-6 insulin promoter activity inhibition | inhibition, % at 2 µM | actives 0.9% (n = 130,000) | TRM-6 cells (human fetal islet line), insulin promoter-eGFP reporter, imaging; reporter expression induced with tamoxifen;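 active = inhibition above the mean plus 3 SD, with well images judged a real hit on visual review, cut at about 60% in these data, passing the limit was not always enough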
sdo1 growth = compounds rescuing growth of sdo1-depleted yeast, bone marrow failure model | z-score at 10 µM | S. cerevisiae sdo1-depleted JHY4D growth rescue, OD600 30 h; stronger effect = higher value; pdr5 snq2 efflux-pump mutant strain | actives 0.21% (n = 140,000);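 active = z-score above 3 at both the 24 hr and the 30 hr optical density reads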;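 also: z-score against mean and SD of all compound wells on the same plate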
sdo1 growth Rescue 24 h = second read-out of sdo1 growth, no call of its own (marks repeat the call); z-score; S. cerevisiae sdo1-depleted JHY4D growth rescue, OD600; measured here: growth rescue at 24 h;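 0 is the plate mean of compound wells and units are plate SD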
An asterisk follows results filed as active; · = not tested or not shown; [ ] = remark or other dose. Some of the compounds tested (hit frequency here may not be typical).

Insulin prom inh,compound,sdo1 growth,sdo1 growth Rescue 24 h
·,O=C(c1cccc(N2C(=O)C3C4C=CC(C4)C3C2=O)c1)N1CCCCCC1 (stereo not drawn),0.57,0.17
0.0,CCOC(=O)c1cc2c(=O)n3ccccc3nc2n(CCOC)c1=NC(=O)C(C)(C)C,1,0.05
18.5,COc1ccc(OCCNC(=S)Nc2cccc3ccccc23)cc1,-1.71,-0.04
·,CN(c1ccccc1)C(c1ccc(F)cc1)c1nnnn1C1CCCC1 (stereo not drawn),-0.94,-0.51
13.3,Cc1ccc(C=Nc2ccccc2C#N)s1,0.28,-0.46
-13.0,Nc1cc(C(=O)O)ccc1Nc1ccccc1,0.9,0.93
-36.7,CNC(=O)NC(=O)C(OC(=O)c1cccc(S(=O)(=O)N2CCCCC2)c1)c1ccccc1 (stereo not drawn),0.07,-0.67
·,CN(C)S(=O)(=O)c1ccc(NC(=O)C2COc3ccccc3O2)cc1 (stereo not drawn),-0.57,-0.46
-42.9,c1ccc2c(COn3nnc4ccccc43)cccc2c1,-1.6,-0.69
-15.2,CCOc1cccc(NC(=O)CSc2nncn2N)c1,0.92,0.55
4.8,CN(C)/C=C(/C(=O)c1ccc(Cl)cc1)S(C)(=O)=O,·,·
0.0,NCCS,-0.19,-0.91
17.4,COc1ccc(C(=O)NC2CCCCCC2)cc1S(=O)(=O)N1CCCc2ccccc21,-0.95,-0.67
0.0,O=C(NCCO)c1ccc(Oc2ccc(C(F)(F)F)cc2[N+](=O)[O-])cc1,·,·
35.7,COc1ccc(NC(=O)CN(C)S(=O)(=O)c2cccc3nsnc23)cc1OC,0.74,-0.49
21.1,COc1ccc(C2=CC(=O)CC(c3ccc(OC)cc3)C2)cc1 (stereo not drawn),·,·
3.3,CCc1cc(C(=O)c2ccc(C)cc2)c(NC(=O)CCl)s1,-1.13,-1.27
·,Cc1ccc(/C=N/c2sc(Cc3ccccc3)c(C)c2C(N)=O)o1,0.63,0.22
-25.9,CC1Oc2ccccc2N(Cc2ccccc2Cl)C1=O (stereo not drawn),-0.92,-0.6
33.3,CCOc1ccc(-c2nnn(CC(=O)NCc3ccc(F)cc3)n2)cc1OCC,-0.12,1.76
7.7,COc1cccc(OC)c1C(=O)NC(=S)Nc1ccc2c(c1)Cc1ccccc1-2,-1.1,-1.28
-5.3,COc1ccc(Cc2nc(-c3ccccc3)no2)cc1,-0.51,-1.04
23.3,CCOC(=O)Cc1c(C)nc2c(C#N)c(C)nn2c1C,0.03,0.06
-20.7,CCOc1cc(NC(=O)C2CCCO2)c(OCC)cc1NC(C)=O (stereo not drawn),0.46,0.54
·,COc1cccc2c(=O)c(C/C=C(/C)Cl)c(C)[nH]c12,0.32,0.12
-4.2,O=C(CN1CCCCC1)Nc1ccc(S(=O)(=O)N2CCOCC2)cc1,-0.6,-0.97
30.0,COC(=O)c1ccc(NC(=O)CCOc2ccccc2)cc1,·,·
·,Cc1ccc(S(=O)(=O)NC2=NCN(C3CCN(Cc4ccccc4)CC3)CN2)cc1,-0.07,-0.21
17.8,Cc1ccc(C(=O)Nc2ccc(N3CCOCC3)nc2)cc1,1.17,1.7
23.7,COC(=O)CNC(=O)CN1C(=O)N(c2ccc(Cl)cc2)C(N(O)C(=O)Nc2ccc(Cl)cc2)C1(C)C (stereo not drawn),-0.45,-0.51
-8.3,COc1ccccc1N1CCN(/N=C\c2ccc(C)o2)CC1,0.46,0.07
17.1,CCCCOCCCNC(=O)CC(C)c1ccccc1 (stereo not drawn),0.83,1.28
·,Cn1cc(SCC(=O)Nc2ccc3c(c2)OCO3)c2ccccc21,-0.05,-0.31
-25.0,Cc1ccc(NC(=S)N(CCCN2CCN(C)CC2)Cc2cccs2)cc1,·,·
0.0,Cc1cccc(C)c1N1C(=O)CC(N(O)c2ccccc2)C1=O (stereo not drawn),0.08,0.29
10.2,c1ccc(C[n+]2c(-c3ccccc3)csc2Nc2ccccc2)cc1,-1.1,-0.25
-25.9,CCc1c(C)nc2ncnn2c1N1CCC(C(=O)NCc2cccs2)CC1,·,·
7.1,Cc1ccc(C(=O)CSc2nnc(C)s2)cc1,0.69,0.42
43.2,CC(C)(C)NC(=O)CSc1nc(-c2ccccc2)c(-c2ccccc2)[nH]1,-0.33,-0.13
-10.5,CNC(=O)C1C2C=CC3(O2)C1C(=O)N(C1CC1)C3C(=O)NCc1ccc(OC)cc1 (stereo not drawn),0.44,-0.02
0.0,COC(=O)CSC1=C(C#N)C(c2ccccc2OC)C(C(=O)OC)C(=O)N1 (stereo not drawn),1.17,0.54
19.4,Cc1c(C(=O)N2CCCCC2)sc(NC(=O)C(C)C)c1C#N,1.74,1.51
46.7,CCOC(=O)C1=NN(c2ccc(F)cc2)C2=NC(C)=C(C(=O)OC)C(c3cccs3)N12 (stereo not drawn),·,·
9.7,COc1ccc(C=NCC2COc3ccccc3O2)cc1OC (stereo not drawn),0.87,0.92
-130.8,CC1CN(C(=O)C2CCCC2)C(C)CN1C(=O)C1CCCC1 (stereo not drawn),-0.04,-0.25
-35.5,COc1cc(/C=C2\SC(=S)N(N3CCOCC3)C2=O)cc(OC)c1OC,-0.74,-0.26
42.9,COc1ccc(C(=O)c2ccc(OC)c(OC)c2)cc1OC,-0.23,-0.11
·,O=C(NNC(=S)Nc1ccccc1Cl)C1CC1,0.61,0.49
·,CC(=O)N1c2ccc(S(=O)(=O)CCC(=O)O)cc2CC1C (stereo not drawn),0.34,-0.24
28.6,CCOc1ccc(N2CC(C(=O)Nc3cccc(C)c3C)CC2=O)cc1 (stereo not drawn),-1.25,-0.79
16.2,Cc1cc(C)c(S(=O)(=O)N2CCC(C(=O)NCc3ccco3)CC2)c(C)c1,-0.63,-0.43
-14.3,CCn1cc(C(=O)OCc2ccccc2)c(=O)c2ccc(C)nc21,0.38,1.25
-5.6,Oc1nc(-c2ccc(Cl)cc2)n2ccncc12,·,·
·,Nc1c(-c2cccc(Cl)c2)cnn1-c1cccc(C(F)(F)F)c1,-2.03,-1.23
-7.1,COc1cccc(C2=NN(C(=O)c3cccs3)C(O)(C(F)(F)F)C2)c1 (stereo not drawn),·,·
·,COC(=O)c1cc(=O)n(Cc2ccc3c(c2)OCO3)c(=Nc2ccc(F)cc2)s1,-1.62,-1.36
33.3,CCS(=O)(=O)Nc1c(C(=O)OC)[nH]c2ccccc12,0.79,0.26
·,CCOc1ccc(Cn2nnc(C(=O)NCc3ccc(OC)cc3)c2N)cc1,-1.57,-0.65
·,Cn1c(-c2ccccc2)cccc1=O,1.43,-0.25
40.0,Cn1c2ccc(F)cc2c2ncn(Cc3ccco3)c(=O)c21,-1.28,-1.47

Later entries
Insulin prom inh,compound,sdo1 growth,sdo1 growth Rescue 24 h
30.8,C/C(Cl)=C/Cn1c(SCCN2CCOCC2)nc2c1c(=O)[nH]c(=O)n2C,-0.82,-1.53
·,Cc1csc(NC(=O)c2cc(-c3ccco3)nc3ccccc23)n1,-0.83,-0.37
·,Cc1ccc2cccc(Oc3ncnc4scc(-c5ccccc5)c34)c2n1,-1.04,-0.42
-43.2,c1ccc(-c2n[nH]c(-c3ccccc3)c2-c2nc3ccccc3[nH]2)cc1,-1.38,-0.65
·,Cc1ccc(C(=O)COC(=O)CCC(=O)Nc2cccc(Cl)c2)cc1[N+](=O)[O-],0.71,0.4
25.0,O=C(NCCc1ccccc1)C(c1ccncc1)N(C(=O)c1csnn1)C1CC1 (stereo not drawn),1.23,1.11
-6.5,COc1ccccc1C(=O)COC(=O)c1ccccc1OCC(=O)Nc1ccc(SC(F)F)cc1,-0.81,-0.47
27.8,COC(=O)c1nn(-c2ccc3c(c2)OCO3)cc1O,-0.18,-0.11
25.0,O=C(COC(=O)c1ccc2ncsc2c1)NC(=O)c1ccccc1,·,·
13.3,C=CCNC(=O)C(C#N)c1nc2ccccc2nc1N1CCCCCC1 (stereo not drawn),-0.95,-0.28
-50.0,Cc1ccccc1NC(=O)Cc1cn(C)c2ccccc12,0.5,0.29
22.6,COc1ccccc1CN1CCSCC1,0.72,0.07
30.6,Cc1ccc(CN2C(=O)N/C(=C/c3cc(C)n(-c4ccccn4)c3C)C2=O)cc1,0.18,-0.34
-435.7,Cc1cc(C)c(/C=C(\C#N)C(N)=S)c(C)c1,-1.68,-1.83
-21.7,COc1cc(/C=C2\OC(=O)c3c(OC)cccc32)ccc1O,-1.16,-1.74
32.1,O=C(Nc1cccc(Cl)c1)Nc1cc(S(=O)(=O)N2CCOCC2)ccc1N1CCCC1,0.64,1.95
-133.3,CCN=C(NCC)SC1CC(=O)N(c2ccc(OC)cc2)C1=O (stereo not drawn),0.57,0.39
28.8,O=C1CC(c2c[nH]c3ccccc23)C(=O)N1 (stereo not drawn),-0.24,-0.59
-25.7,CCCCCCNc1nc(NCc2ccco2)nc(OCC)n1,-0.01,0.59
14.3,NC(=S)Nc1nc2ccccc2s1,·,·

Gathered by group, those above with a Cl atom
Insulin prom inh,compound,sdo1 growth,sdo1 growth Rescue 24 h
4.8,CN(C)/C=C(/C(=O)c1ccc(Cl)cc1)S(C)(=O)=O,·,·
3.3,CCc1cc(C(=O)c2ccc(C)cc2)c(NC(=O)CCl)s1,-1.13,-1.27
-25.9,CC1Oc2ccccc2N(Cc2ccccc2Cl)C1=O (stereo not drawn),-0.92,-0.6
·,COc1cccc2c(=O)c(C/C=C(/C)Cl)c(C)[nH]c12,0.32,0.12
23.7,COC(=O)CNC(=O)CN1C(=O)N(c2ccc(Cl)cc2)C(N(O)C(=O)Nc2ccc(Cl)cc2)C1(C)C (stereo not drawn),-0.45,-0.51
·,O=C(NNC(=S)Nc1ccccc1Cl)C1CC1,0.61,0.49
-5.6,Oc1nc(-c2ccc(Cl)cc2)n2ccncc12,·,·
·,Nc1c(-c2cccc(Cl)c2)cnn1-c1cccc(C(F)(F)F)c1,-2.03,-1.23
30.8,C/C(Cl)=C/Cn1c(SCCN2CCOCC2)nc2c1c(=O)[nH]c(=O)n2C,-0.82,-1.53
·,Cc1ccc(C(=O)COC(=O)CCC(=O)Nc2cccc(Cl)c2)cc1[N+](=O)[O-],0.71,0.4
32.1,O=C(Nc1cccc(Cl)c1)Nc1cc(S(=O)(=O)N2CCOCC2)ccc1N1CCCC1,0.64,1.95

More entries:
Insulin prom inh,compound,sdo1 growth,sdo1 growth Rescue 24 h
71.4*,COc1cc(/C=N/NC(=O)c2ccc(-n3cccc3)cc2)ccc1O,0.59,0.63
-37.9,CC1(C)N=C(/C=N/O)CN1O,0.75,0.56
·,Cc1nc2c(C(=O)N3CCCCC3)cnn2c(C)c1Cc1ccccc1F,-0.57,-0.71
-15.8,CCOc1ccc(C(=O)Nc2cc(S(=O)(=O)Nc3ccccc3Cl)ccc2N2CCOCC2)cc1,0.03,0.02
·,Cc1cc2nn(-c3ccccc3)nc2cc1NC(=O)c1cccs1,-1.47,-0.75
·,COc1ccc2c(c1)[nH]c(=O)c1sc3ccccc3c12,-1.27,-0.8
12.9,CCN(CC)S(=O)(=O)c1cccc(C(=O)N[C@H](C(=O)Nc2nc3ccc(F)cc3s2)C(C)C)c1,0.4,0.05
40.0,CC(=O)C1=NOC(CNc2ncc(C(F)(F)F)cc2Cl)C1 (stereo not drawn),·,·
-50.0,CC1CCCCN1C(=O)Cn1nnc(-c2cccnc2)n1 (stereo not drawn),-0.37,-0.59
-35.7,CC(=O)Nc1cccc(NC(=O)CSc2nc(C)c(C)c(C)c2C#N)c1,-0.33,-0.14
26.1,CCCC(=O)Nc1cccc(NC(=O)c2ccccc2Br)c1,-0.81,-0.82
29.7,O=C(CCC(=O)OCC(=O)c1cccc([N+](=O)[O-])c1)Nc1ccccc1Cl,0.44,-0.13
-2.3,COC(=O)C1=CN(C(C)C)C=C(C(=O)OC)C1c1cc(Br)c(OC)c(OC)c1,-1.92,-1.49
·,COc1cc(NC(=O)c2cc3c(=O)n(C)c4ccccc4c3n2C)cc(OC)c1OC,1.33,3.93
19.4,CN(CC(=O)N1CC(=O)N(CCc2ccccc2)C(=O)C1)S(=O)(=O)c1cccc2nsnc12,-0.43,-1.25
·,CCC(C)(C(=O)NC1CCCC1)N(C(=O)CNC(C)=O)c1ccc(C)cc1 (stereo not drawn),-0.01,-0.42
8.3,CCOC(=O)Cn1nc(-c2ccccc2)c2ccccc2c1=O,0.4,-0.07
·,CCOc1ccc(NC(=O)CSc2nnc(C)n2CCCOC)cc1,0.43,0.63
13.3,COc1cccc(CNS(=O)(=O)c2ccc(S(=O)(=O)N3CCCC3)cc2)c1,·,·
-65.8,Cc1cc(C(F)F)nn1CC(=O)N1CCSCC1,0.83,0.06

Whole records as entered above:
COc1cc(/C=N/NC(=O)c2ccc(-n3cccc3)cc2)ccc1O in the list: Insulin prom inh = 71.4*; sdo1 growth = 0.59; sdo1 growth Rescue 24 h = 0.63
CC1(C)N=C(/C=N/O)CN1O in the list: Insulin prom inh = -37.9; sdo1 growth = 0.75; sdo1 growth Rescue 24 h = 0.56

(further entries)
Insulin prom inh,compound,sdo1 growth,sdo1 growth Rescue 24 h
13.3,CCOc1ccccc1N(CC(=O)Nc1cccnc1)S(=O)(=O)c1ccc(C)cc1,·,·
-9.6,CCOc1ccccc1N1CCN(C(=O)Nc2ccc(F)c(Cl)c2)CC1,-1.55,-1.7
-13.8,Cc1cc(Cl)c(OCCCCN2CCOCC2)c(Br)c1,-0.32,-0.13
4.6,Cc1nc(Nc2nc(CSc3nc4ccccc4[nH]3)cc(=O)[nH]2)nc2ccccc12,0.64,0.21
-41.7,CCOc1ccc(C(=O)NC(=S)Nc2ccccn2)cc1[N+](=O)[O-],0.31[11.3 µM],1.72
-400.0,CCn1c(CCNC(=O)c2cccs2)nnc1SCC(=O)Nc1ccc(Cl)cc1,-1.36,-1.41
12.5,O=C(Nc1cccc2ccccc12)C1CCN(C(=O)Cc2ccccc2)CC1,-0.43,0.13
15.6,O=C(Cc1ccccc1)Nc1ccc(Br)c(Cl)c1,-1.99,-1.54
